# Screening data (PubChem BioAssay)
# GLA spleen mod – alpha-galactosidase A (human) modulation; P06280; human spleen homogenate, 4MU-alpha-Gal fluorescence, 40 min; Potency, µM (top dose mostly 80 µM), for inactives: at the highest dose activity change, negative = inhibition, actives largely listed as inhibitors; actives 0.008% (n = 240,000); AID 2107;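 further: 0% = enzyme with vehicle and -100% = no enzyme basal signal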
# Target sequence (P06280 32-429 limits assumed): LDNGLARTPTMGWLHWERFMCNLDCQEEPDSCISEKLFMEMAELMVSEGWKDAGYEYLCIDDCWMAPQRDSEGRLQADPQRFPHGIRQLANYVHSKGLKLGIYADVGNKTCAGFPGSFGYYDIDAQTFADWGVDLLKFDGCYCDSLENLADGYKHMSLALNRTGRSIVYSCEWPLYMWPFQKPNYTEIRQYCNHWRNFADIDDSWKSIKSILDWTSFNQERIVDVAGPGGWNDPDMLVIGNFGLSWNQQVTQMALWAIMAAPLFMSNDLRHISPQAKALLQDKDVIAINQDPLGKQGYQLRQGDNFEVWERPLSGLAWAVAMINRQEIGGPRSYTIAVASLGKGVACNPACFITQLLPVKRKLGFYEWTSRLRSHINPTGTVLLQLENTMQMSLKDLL
#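 Human spleen homogenate (1 ug) as enzyme source, 4-methylumbelliferyl-alpha-D-galactopyranoside 1 mM final, citrate/phosphate pH 5.0 with 0.01% Tween-20. Compounds 40 min at 37C, NaOH/glycine stop; fluorescence Ex 365/Em 440, Hill-fit AC50.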
# Tau fluor counter – counter-screen for tau fibril formation inhibitors; tau K18 P301L Alexa594 fluorescence, heparin fibrillization; Potency, µM (doses to about 57.7 µM), without a hit: at the highest dose activity change, negative = decrease; actives 0.93% (n = 280,000); AID 1463; further: on the % scale 0 is the no-effect control and ±100 the full control effect; nearly all actives have a fitted effect of over 55% in size
#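 Human tau K18 P301L (15 uM unlabeled, 0.24 uM Alexa 594-labeled) in 100 mM sodium acetate pH 7 with 20 uM heparin, 6 hr at 37 C. ThT 30 uM added, 1 hr ambient; Alexa 594 FP and total fluorescence read at 555/632 nm.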
# GAA inh – inhibitors of human lysosomal alpha-glucosidase; P10253; purified human GAA, 4-MU-alpha-glucoside fluorescence; Potency, µM (top dose mostly 76.9 µM), for inactives: at the top dose activity change, negative = inhibition, most hits filed as inhibitors; actives 0.005% (n = 200,000); AID 1466;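 further: plate controls were uninhibited enzyme wells for no effect and no-enzyme background for full effect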
#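 AC50 values come from Hill fits of compound titrations (up to 77 uM) against 4 nM human enzyme. Substrate 4-methylumbelliferyl-alpha-D-pyranoside at 400 uM, pH 5.0 citrate buffer, 20 min room temperature; fluorescence Ex 365/Em 440 after alkaline stop.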
# GAA spleen mod – inhibits or activates alpha-glucosidase in human spleen homogenate. Potency, µM (titrated, usually from 79.9 µM), for inactives: at the top dose activity change, negative = inhibition, actives largely listed as inhibitors. P10253. AID 2112. human spleen homogenate, 4-MU-alpha-glucoside fluorescence. actives 0.006% (n = 240,000);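 further: 0% = enzyme with vehicle and -100% = no enzyme basal signal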
#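 Human spleen homogenate (1 ug) with 4-methylumbelliferyl-alpha-D-glucopyranoside (1 mM final) in 50 mM citrate/phosphate pH 5.0, 0.01% Tween-20; 40 min at 37 C. Stopped at pH 10; 4-MU fluorescence Ex 365/Em 440 nm; AC50 by Hill fit.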
# Tau FP inhib – inhibitors of human tau fibril formation. actives 0.39% (n = 280,000). Potency, µM (top dose mostly 57.7 µM), without a hit: at the top dose activity, negative = inhibition, most hits filed as inhibitors. K18 P301L tau heparin fibrillization, Alexa594 FP, 6 h; further: on the % scale 0 is the no-effect control and ±100 the full control effect; nearly all actives have a fitted effect of over 55% in size
# Target sequence (P10636 561-689 P618L limits assumed): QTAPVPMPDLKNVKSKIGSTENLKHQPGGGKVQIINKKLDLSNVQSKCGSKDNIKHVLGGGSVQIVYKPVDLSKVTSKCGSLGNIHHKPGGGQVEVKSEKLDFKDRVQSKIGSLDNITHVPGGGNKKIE
#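 K18 P301L tau (15 uM unlabeled/0.24 uM Alexa 594-labeled, final) + compound + heparin 20 uM final; 100 mM NaOAc pH 7; 6 hr 37 C; ThT 30 uM final added, 1 hr RT; FP ex 555/em 632 nm.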
# Tau ThT inhib – inhibitors of human tau fibril formation, thioflavin T binding. actives 2.1% (n = 270,000). recombinant tau K18 P301L, heparin-induced fibrillization, ThT fluorescence. P10636. Potency, µM (highest dose often 57.4 µM), for the others: at the highest dose activity, negative = inhibition, hits mostly inhibitors; further: on the % scale 0 is the no-effect control and ±100 the full control effect; nearly all actives have a fitted effect of over 55% in size
#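 Fibril formation assay: tau K18 P301L at 15 uM with trace Alexa 594 label, heparin inducer 20 uM, pH 7 sodium acetate buffer, 37 C for 6 hr; endpoint ThT signal.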
# HTT cytoprotect – Huntington cell model cytoprotection by ATP luminescence; PC12 HTT-Q103 induced, cytoprotection, ATP luminescence, 40 h; Potency, µM (top dose mostly 56.4 µM), for the others: cytoprotection (ATP increase), usual class: activators; actives 0.14% (n = 230,000); AID 1471;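 further: % of control where 0% means no effect; nearly all actives have a fitted effect of over 45% in size; toxic huntingtin expression switched on by the ecdysone agonist tebufenozide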
#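 Rat PC12, Q103 Htt exon1-GFP fusion, ecdysone promoter; tebufenozide inducer 100 nM final; compound titration; qHTS, 1500 cells/well; ATPlite luminescent read.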
# GAA glycogen mod – GAA glycogen-cleavage inhibition or activation | recombinant GAA, glycogen substrate, Amplex Red glucose oxidase fluorescence | Potency, µM (titrated, usually from 76.4 µM), inactives show top-dose activity change, negative = inhibition, most hits filed as inhibitors | actives 0.38% (n = 300,000) | AID 2100;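 further: 0% = full enzyme reaction and -100% = no-enzyme basal signal; the screen sought inhibitors and activators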
#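 qHTS, 1536-well; enzyme 4 nM final; cpd up to 77 uM; substrate bovine liver glycogen 30 ug; 50 mM citrate/phosphate pH 5.0, 0.01% Tween-20; 37 C, 40 min; Amplex Red detection 45 min RT; Hill fit → AC50.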
# * = called active by the depositor; u = inconclusive; x = no result given; & = joins results of further samples; [ ] = another dose, or the depositor's remark. The call rests on the fitted dose curve; in most records, active means well fitted curve in the direction sought with a large enough effect; inconclusive means small, poorly fitted or top-dose-only effect, or another doubt; inactive means no such curve, though single readings can be large; an effect the other way counts as inactive or inconclusive. Potency means the concentration at half of the fitted maximal effect.
SMILES,GLA spleen mod,Tau fluor counter,GAA inh,GAA spleen mod,Tau FP inhib,Tau ThT inhib,HTT cytoprotect,GAA glycogen mod
Cc1ccc(O)c(-c2n[nH]c3c2C(c2ccc(F)cc2)N(Cc2ccco2)C3=O)c1 (stereo not drawn),x,14µM*[quencher],x,x,4%,u,x,-7%[76.3 µM]
Cc1cc(=O)n2[nH]cc(C(=O)O)c2n1,2%,1%,3%,-13%,11%,3%,-6%[10 µM],-5%
Cc1ccc(S(=O)(=O)c2c(C)nn(-c3ccccc3)c2OC(=O)c2ccco2)cc1,14%,1%,4%,1%,3%,6%,15%[10 µM],3%
CCCS(=O)(=O)N1CCC(CCOc2ccccc2)(C(=O)OCC)CC1,-5%,-25%,u,-7%,-6%,u,-12%[10 µM],13%
CCc1cccc(NC(=O)C2CCCN2S(=O)(=O)c2ccc3c(c2)n(C)c(=O)c(=O)n3C)c1 (stereo not drawn),1%,-5%&-3%,x,4%,-2%&4%,u,8%[10 µM],5%
Cc1cnc(NC(=O)c2ccco2)s1,0%,0%,-3%,0%,-1%,-9%,-66%[inhibitor],-3%
COc1ccc(-n2cc(-c3ccc4c(c3)OCO4)n(CC(=O)Nc3cccc(C)c3C)c2=O)c(OC)c1,x,-24%,x,x,9%,u,x,-12%[76.3 µM]
O=C(Nc1nc2ccccc2[nH]1)c1ccc(Br)o1,-4%,-4%,1%,2%,8%,-13%,-116%[inhibitor],6%
COc1cccc(-n2nnc3c(=O)n(C/C=C/c4ccccc4)cnc32)c1,8%,-29%,-3%,-5%,-5%,-1%,11%[10 µM],0%
CCOP(=O)(c1ccccc1)C1(C#N)CCCC1 (stereo not drawn),1%,-6%,4%,6%,-10%,-1%,20%,2%

# Full records from above. Order of screens: GLA spleen mod | Tau fluor counter | GAA inh | GAA spleen mod | Tau FP inhib | Tau ThT inhib | HTT cytoprotect | GAA glycogen mod
# `Cc1cnc(NC(=O)c2ccco2)s1` is listed with 0% | 0% | -3% | 0% | -1% | -9% | -66%[inhibitor] | -3%
# `Cc1ccc(O)c(-c2n[nH]c3c2C(c2ccc(F)cc2)N(Cc2ccco2)C3=O)c1` (stereo not drawn) is listed with x | 14µM*[quencher] | x | x | 4% | u | x | -7%[76.3 µM]

# Further structures:
SMILES,GLA spleen mod,Tau fluor counter,GAA inh,GAA spleen mod,Tau FP inhib,Tau ThT inhib,HTT cytoprotect,GAA glycogen mod
CN(C)CCCOc1ccc(C(C)(C)c2ccccc2)cc1,-2%,-13%,-9%,-5%,-7%,-14%,-23%,-5%
CCSc1nc(-c2ccccc2)nc(C(Cl)Cl)n1,0%,-10%,-30%,0%,-15%,u,6%[1.9 µM],14%
COc1ccc(Cn2nnnc2C(c2ccccn2)N2CCN(c3cc(Cl)ccc3C)CC2)cc1 (stereo not drawn),5%,-14%,-8%,8%,1%,-12%,-17%,-14%
O=C1C2ON(c3ccc(Br)cc3)C(c3cccnc3)C2C(=O)N1C1CCCCC1 (stereo not drawn),2%,-7%,1%,4%,-1%,-7%,-10%[10 µM],3%
COc1ccc(NC(=O)/C=C2\SC(=O)NC2=O)cc1,-14%,-2%,u,-28%,-1%,u,-15%,4%
COC(=O)c1ccc(/C=N\N2CCN(Cc3ccc(C)cc3)CC2)cc1,-25%,-23%,u,-15%,-2%,-21%,11%,-1%
OC(COc1ccccc1)Cn1cc(Br)cn1 (stereo not drawn),-1%,1%,1%,-9%,-6%,-2%,7%,-5%
CCN(CC)CCCNC(=O)Cn1ncc2c(=O)oc3ccc(C)cc3c21,5%,-5%,-7%,5%,14%,-8%,2%,-10%
CC(C)(C)NC(=O)CSc1nnc(NC(=O)c2ccccc2Cl)s1,-7%,2%,-13%,-22%,7%,-1%,-87%[inhibitor],4%
COc1ccc(CCNC(=O)CN2CCN(c3cccc(Cl)c3)CC2)cc1OC,0%,-1%,-6%,1%,-3%,-15%,-18%,1%
c1csc(C2Nc3ccccc3-c3nc4ccccc4n32)c1 (stereo not drawn),u,u,u,1%,8%,u,x,-22%
COc1ccc(-c2csc(NC(=O)C3=NN(c4ccccc4)C(=O)CC3)n2)cc1,-1%,-28%,-10%,1%,-6%,-20%,-189%[inhibitor],-3%
COc1cc(NC(=O)c2cccc(F)c2)ccc1NC(=O)c1cc2ccccc2o1,x,2%,x,x,0%,0%,x,-11%
CCn1c(SCC(=O)Nc2nccs2)nnc1-c1ccc(S(=O)(=O)N2CCCCCC2)cc1,-5%,-7%,-12%,-10%,7%,-12%,-9%,4%
COc1ccccc1-n1c(C)nnc1SCC(=O)NCc1ccccc1,6%,4%,9%,-11%,1%,2%,-7%[10 µM],8%
COc1ccc(N2C(=O)CC(Sc3nnnn3-c3ccc(F)cc3)C2=O)cc1 (stereo not drawn),5%,-14%,11%,-5%,-5%,u,-212%[inhibitor],-12%
CCOc1ccc(NC(=O)Cn2c(C)cc3ccccc3c2=O)cc1,x,-18%,x,x,u,u,x,15%[76.3 µM]
Cc1oc(-c2ccccc2F)nc1CS(=O)CC(=O)NC(C)C (stereo not drawn),x,-2%,x,x,-9%,-2%,x,8%[76.3 µM]
CCN(CC)S(=O)(=O)c1cc(NC(=O)c2cc(-c3ccccn3)nc3ccccc23)ccc1C,-2%,u,-13%,-1%,u,8%,-29%,-2%
CCCC(C(=O)NC1CCCC1)N(CCCN1CCOCC1)C(=O)c1snc(C(N)=O)c1N (stereo not drawn),11%,4%,-8%,7%,-3%,1%,15%,10%

# Of the compounds above, these contain bromine:
SMILES,GLA spleen mod,Tau fluor counter,GAA inh,GAA spleen mod,Tau FP inhib,Tau ThT inhib,HTT cytoprotect,GAA glycogen mod
O=C(Nc1nc2ccccc2[nH]1)c1ccc(Br)o1,-4%,-4%,1%,2%,8%,-13%,-116%[inhibitor],6%
O=C1C2ON(c3ccc(Br)cc3)C(c3cccnc3)C2C(=O)N1C1CCCCC1 (stereo not drawn),2%,-7%,1%,4%,-1%,-7%,-10%[10 µM],3%
OC(COc1ccccc1)Cn1cc(Br)cn1 (stereo not drawn),-1%,1%,1%,-9%,-6%,-2%,7%,-5%

# Carrying on:
SMILES,GLA spleen mod,Tau fluor counter,GAA inh,GAA spleen mod,Tau FP inhib,Tau ThT inhib,HTT cytoprotect,GAA glycogen mod
O=C(Cc1ccccc1)Nc1nc(=O)c2ccccc2s1,-13%,-10%,0%,-8%,1%,-8%,31%,5%
Cc1ccc2[nH]c(=O)c(COC(=O)c3ccccn3)cc2c1,-7%,-3%,2%,-6%,-5%,-10%,3%,-4%
Cc1ccc(S(=O)(=O)N2CCN(Cc3nc4ccccc4[nH]3)CC2)cc1C,-2%,-19%,-12%,-10%,3%,-11%,12%,-7%
Cc1ccc(C)c(NC(=O)CN(C)C(=O)c2cccc(S(=O)(=O)N(C)C)c2)c1,-4%,1%,3%,0%,-7%,0%,16%[10 µM],9%
CCOC(=O)C1=C(C)NC2=C(C(=O)CC(C)(C)C2)C1c1ccc2c(c1)CCCN2C (stereo not drawn),3%,-19%,-9%,-3%,6%,-11%,-12%[0.074 µM],u
COc1ccc(NC(=O)c2ccco2)cc1S(=O)(=O)N1CCOCC1,1%,5%,0%,-20%,8%,5%,-7%,-1%
COC(=O)c1ccccc1NC(=O)c1cn(-c2ccc(C)c(C)c2)c(=O)c2ccccc12,-3%,-8%,-3%,-2%,2%,-11%,-12%[10 µM],3%
Cc1ccc(C(=O)Nc2ccc3c(c2)nc2n3CCSC2)cc1,-2%,-8%,-2%,-3%,-4%,u,-135%[inhibitor][0.074 µM],-9%
Cc1ccc(NS(=O)(=O)c2cc(C(=O)Nc3cccc(N(C)S(C)(=O)=O)c3)ccc2C)c(C)c1,-3%,u,-11%,-7%,-12%,1%,u,-5%
Cc1cccc(NC(=O)NCc2ccc3c(c2)OCO3)c1C,-4%,-9%,2%,0%,2%,-12%,-9%,-1%
O=C(CCn1nnc2ccccc2c1=O)N[C@@H](Cc1ccccc1)C(=O)O,-7%,-2%,-10%[15.4 µM],-6%,-5%,-4%,11%,11%
Cc1ccc2nc(C)cc(Cl)c2c1,-4%,9%,-6%,-3%,-3%,8%,-10%,6%
COc1ccc(N(CC(=O)N2CCc3ccccc3C2)S(=O)(=O)c2c(C)[nH]c(=O)[nH]c2=O)cc1,11%,-10%,-17%[15.4 µM],8%,-11%,-14%,-8%,-10%
CCOc1cc(N2CCOCC2)c(OCC)cc1NC1=NCCCCC1,-9%,-14%,0%,-4%,3%,-19%,-4%,-17%
COc1ccc(CNC(=O)c2sc3nc4n(c(=O)c3c2C)CCC4)cc1,x,u,x,x,-4%,u,x,u
CC(C)C(OC(=O)c1ccco1)C(=O)NCc1cccs1 (stereo not drawn),1%,2%,2%,0%,8%,4%,-10%,17%
COc1ccccc1CCn1cnc2c3cc(C)ccc3n(C)c2c1=O,-4%,-19%,6%,-4%,2%,u,-26%,0%
Fc1ccc2nc(Nc3ccccc3)sc2c1,4%,u,-4%,8%,13%,5%,x,-5%
O=C(c1ccco1)N1CCN(Cc2nnnn2CC2CCCO2)CC1 (stereo not drawn),4%,5%,7%,5%,0%,10%,33%[10 µM],-19%
N#Cc1c(NC(=O)c2ccccc2)sc2c1CCC2,8%,-7%,-2%,2%,1%,-7%,-2%,-10%
CCOC(=O)Cc1c(C)nc(-c2ccccc2)[nH]c1=O,1%,8%,-3%,1%,3%,-1%,1%[10 µM],12%
O=C(Nc1ccc2oc(-c3cccc(F)c3)nc2c1)c1ccccc1F,u,-16%,-5%,-8%,-4%,u,-8%,2%
Cn1cc(-c2nnnn2-c2ccc(Cl)cc2)c(=O)c2ccccc21,0%,-4%,1%,-5%,0%,-3%,-8%,-3%
Cc1ccc(S(=O)(=O)N2CCC(=O)N(C(COC(=O)Nc3ccccc3)Cc3ccccc3)CC2)cc1 (stereo not drawn),u,-22%&-20%,u,2%&1%,5%&1%,-6%&-6%,-83%[inhibitor][40.3 µM],-9%
COc1ccc(N2CCN(C(=O)CCc3nnc4n(C)c(=O)c5sccc5n34)CC2)cc1,x,-5%,x,x,0%,-7%,x,5%[76.3 µM]
